# Scp1 inh = Scp-1 phosphatase inhibitors, primary screen, biochemical, colorimetric, uHTS; inhibition, % at 20 µM; Carboxy-terminal domain RNA polymerase II polypeptide A small phosphatase 1 (Homo …; Recombinant Scp1, phosphopeptide, malachite green phosphate absorbance; hit rate 0.88% among 340,000; AID 493091, 2011;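 active = inhibition above about 50% at 20 µM, limit read from the data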;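 also: plate controls were DMSO wells with enzyme for no effect and wells lacking enzyme for full effect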
# Target sequence (Q9GZU7 76-261 limits assumed): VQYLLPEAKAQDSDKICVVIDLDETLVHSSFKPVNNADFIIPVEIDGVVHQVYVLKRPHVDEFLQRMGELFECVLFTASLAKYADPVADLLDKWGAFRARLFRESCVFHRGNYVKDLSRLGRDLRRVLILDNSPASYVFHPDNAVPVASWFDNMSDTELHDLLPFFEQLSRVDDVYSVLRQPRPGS
#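 Material: truncated SCP-1 phosphatase (76-261aa) / Buffer or medium: 50 mM Tris acetate pH 5.5, 0.005% Tween-20, 10 mM MgCl2 / Compound dosing: one concentration, 20 µM, with 1.0% DMSO / Incubation: 45 min room-temperature reaction, 5 min colour, 30 min stabiliser / Detection: colorimetric free-phosphate detection, absorbance 630 nm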
# Rpn11 inh = Rpn11 (PSMD14) deubiquitinase inhibitors, primary screen, biochemical, fluorescence polarization, uHTS | 26S proteasome non-ATPase regulatory subunit 14 (Homo sapiens), O00487 | human 26S proteasome, Ub4-pepOG fluorescence polarization; 20S core pre-blocked with epoxomicin | calls only at 20 µM | hit rate 0.59% among 360,000;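 active = inhibition at 20 µM, scaled to each plate's controls, above about 33%, limit read from the data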
# NadD inh = inhibitors of S. aureus NadD, primary screen, biochemical, colorimetric, uHTS; hit rate 0.78% among 360,000; purified NadD enzyme, colorimetric absorbance read-out; inhibition, % at 20 µM; Nicotinate-nucleotide adenylyltransferase NadD (Staphylococcus aureus N315); in the data active = inhibition above about 26%; also: some compounds past the cut are filed as inactive
# DNMT1 block = human DNMT1 methyltransferase inhibitors, primary screen, biochemical, molecular beacon, fluorescence, HinP1I cleavage, uHTS. inhibition (reported as % activation of signal), % at 10 µM. hit rate 0.83% among 360,000; in the data active = inhibition above about 50%
# STEP block = STEP phosphatase inhibitors, primary screen, biochemical, fluorescence intensity, uHTS; Tyrosine-protein phosphatase non-receptor type 5 (Homo sapiens), P54829; recombinant STEP, OMFP fluorogenic substrate; inhibition, % at 20 µM; hit rate 0.25% among 360,000; AID 588621, 2011;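 active = inhibition at 20 µM, scaled per plate between control wells, above about 37%, limit read from the data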;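 also: 0% = DMSO with enzyme and substrate and 100% = substrate only without enzyme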
#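 System: STEP phosphatase, cell-free reaction; Buffer or medium: Bis-Tris pH 6.0 buffer with DTT, detergent; Incubation: 20 min at room temperature, dark; Measured by: fluorescence, 480/540 nm.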
# Neddylation inh = inhibitors of cullin neddylation, primary screen, biochemical, TR-FRET, uHTS, NAE and Ubc12; NEDD8-conjugating enzyme Ubc12 (Homo sapiens) + NEDD8-activating enzyme E1 regulatory …; calls only at 25 µM; hit rate 0.58% among 360,000; AID 651699, 2012; in the data active = inhibition above about 36%
# CSN deneddyl inh = inhibitors of CSN-mediated cullin deneddylation, primary screen, biochemical, fluorescence polarization, uHTS; COP9 signalosome complex subunit 5 (Homo sapiens), Q92905; Purified CSN, SCF-Nedd8-OG deneddylation; inhibition, % at 12.5 µM; hit rate 0.38% among 360,000;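 active = pattern-corrected inhibition above about 35%, with an unprinted fluorescence ratio check between 0.5 and 1.5, limit read from the data, passing the limit was not always enough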;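 also: 0% = enzyme with substrate and 100% = substrate without enzyme; some results filed as inactive read as strong as hits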
# Target sequence (Q92905 whole entry, looked up, one chain of several): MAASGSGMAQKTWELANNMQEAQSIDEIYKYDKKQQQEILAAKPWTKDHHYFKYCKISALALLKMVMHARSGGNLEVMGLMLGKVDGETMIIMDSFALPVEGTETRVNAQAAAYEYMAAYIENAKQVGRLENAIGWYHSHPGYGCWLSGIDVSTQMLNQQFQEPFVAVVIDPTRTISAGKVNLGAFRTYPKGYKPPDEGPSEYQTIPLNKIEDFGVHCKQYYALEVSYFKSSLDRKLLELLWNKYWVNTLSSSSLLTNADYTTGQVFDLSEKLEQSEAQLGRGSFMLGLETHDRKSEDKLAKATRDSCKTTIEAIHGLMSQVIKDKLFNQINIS
#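 Assay system: Purified human Csn5 enzyme expressed in HEK293T cells | Amount: Enzyme 0.24 nM | Measured by: Fluorescence polarization readout | Medium: Tris/NaCl/DTT buffer, pH 7.5 | Compound dosing: One concentration, 12.5 µM, 0.25% DMSO | Times: 90 min incubation of compound, enzyme and substrate at room temperature | Control set: no-enzyme wells high, enzyme-with-substrate wells low | Read-out: % inhibition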
# LMPTP block = LMPTP phosphatase inhibitors, primary screen, biochemical, fluorescence intensity, uHTS. Low molecular weight phosphotyrosine protein phosphatase (Homo sapiens), P24666. recombinant LMPTP-A, OMFP fluorogenic substrate. inhibition, % at 20 µM. hit rate 0.22% among 360,000. AID 651560, 2012;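 active = compounds that cut the enzyme signal by at least half of the control window in the single-dose screen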;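 also: plate controls were DMSO wells with enzyme plus substrate for no effect and substrate without enzyme for full effect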
# Target sequence (P24666 whole entry, looked up): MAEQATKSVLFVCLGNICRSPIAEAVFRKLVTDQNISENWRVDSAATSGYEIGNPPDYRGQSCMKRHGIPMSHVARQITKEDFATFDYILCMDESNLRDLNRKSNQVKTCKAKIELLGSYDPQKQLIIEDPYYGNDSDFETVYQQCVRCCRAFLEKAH
#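 Buffer or medium: Bis-Tris pH 6.0, DTT, detergent; Assay system: LMPTP-A enzyme; Quantity: 0.625 nM enzyme; Detection: endpoint fluorescence intensity; Times: 50 min dark incubation at room temperature; Controls: substrate-only low control, DMSO enzyme-plus-substrate high control; Doses: single 20 µM dose; Read-out: percent inhibition versus substrate-only and uninhibited controls; Reagent: 400 µM OMFP.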
# Rin1-Abl PPI inh = inhibitors of Rin1-Abl protein binding, primary screen, biochemical, TR-FRET; hit rate 0.4% among 360,000; AID 588664, 2011; Tyrosine-protein kinase ABL1 (Homo sapiens) + Ras and Rab interactor 1 (Homo sapiens), …; inhibition, % at 7.35 µM; in the data active = inhibition above about 5%, passing the limit was not always enough
# SUMO1-SIM PPI = modulators of SUMO1 protein-protein interactions, primary screen, biochemical, uHTS; Small ubiquitin-related modifier 1 (Homo sapiens), P63165; inhibition, % at 20 µM; SUMO1 binding to a labelled peptide, TR-FRET, 1 h; hit rate 0.33% among 360,000; AID 602429, 2012; in the data active = inhibition above about 37%
# Target sequence (P63165 whole entry, looked up): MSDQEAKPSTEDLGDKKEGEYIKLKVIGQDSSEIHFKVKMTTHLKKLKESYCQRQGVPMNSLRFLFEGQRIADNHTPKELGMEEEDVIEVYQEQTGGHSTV
# The depositor's hits bear a star; i = inactive; nt = not tested or not shown; & = joins results of further samples; ! = not confirmed by another sample.
SMILES,Scp1 inh,Rpn11 inh,NadD inh,DNMT1 block,STEP block,Neddylation inh,CSN deneddyl inh,LMPTP block,Rin1-Abl PPI inh,SUMO1-SIM PPI
O=C(Nc1ccccn1)c1ccc(Br)c(S(=O)(=O)N2CCCCC2)c1,-7,i,-4,-2,-2,i,3,-0.4,2,5
Cc1ccc(Cl)cc1N1CCN(C(=O)C2CCN(S(C)(=O)=O)CC2)CC1,2,i,-2,1,1,i,-13,-1.1,2,1
O=C(O)COc1ccccc1/C=N/NC(=O)c1cccc(S(=O)(=O)Nc2cccc(Cl)c2)c1,14,i,0,-5,1,i,14,-1.1,-1,30
O=S(=O)(c1ccc(Cl)nc1)N(Cc1ccccc1)Cc1ccccc1,-19,i,0,-4,8,i,-2,1.1,2,3
COc1cccc(CNC(=O)[C@H](C)NC(=O)C2CCN(S(=O)(=O)c3ccccc3)CC2)c1,-9,i,-3,0,-2,i,-6,-1.5,-2,4
CCN(C(=O)COC(=O)CCOc1ccccc1C)c1c(N)n(Cc2ccccc2)c(=O)[nH]c1=O,-5,i,5,3,-3,i,1,0.4,5,2
O=C(/C=C/c1ccco1)Nc1cccc(-c2nc3ccccc3[nH]2)c1,15,i,12,-23,13,i,9,2.7,0,-3
Cc1ccc(NC(=O)C[n+]2cc(-c3ccccc3)n3c2CCC3)cc1,-3,i,-4,-2,-3,i,-4,-0.3,0,2
CS(=O)(=O)Nc1ccc([N+](=O)[O-])cc1Oc1ccccc1,-9,i,-3,3,1,i,-2,-1.2,1,-16
COc1ccc(N(C(=O)c2ccc3c(c2)OCO3)C2C=CS(=O)(=O)C2)c(OC)c1 (stereo not given),-4,i,-5,3,0,i,-5,-2.4,1,0
CCOc1ccc(CCNC(=O)CSCC(=O)Nc2cccc(C)c2)cc1OCC,-3,i,-4,0,0,i,1,-0.2,0,6
CN(C)CCNC(=S)Nc1ccc(Br)cc1,-5,i,-10,7,5,i,-2,-5.2,3,1
CCN(CC(=O)Nc1c(F)cccc1F)C(=O)CCCNC(=O)c1ccc(Cl)cc1,-6,i,1,5,1,i,0,-1.0,-2,-5
Cc1cccc(C)c1NC(=O)CS(=O)CC(=O)NCCCc1ccccc1 (stereo not given),21,i,-2,6,2,i,-7,-0.4,-2,-2
Fc1cc(Cl)c(OCc2noc(-c3ccsc3)n2)c(Cl)c1,-22,i,-10,2,0,i,1,0.4,0,0
CC(=O)Nc1cc2c(=O)n(Cc3ccccc3)c(C)nc2cc1N1CCOCC1,-5,i,0,0,-3,i,-1,-2.1,0,0
COc1ccc(C(=O)N/C(=C\c2cn(C)c3ccccc23)C(=O)N2CCOCC2)cc1OC,-5,i,3,-2,0,i,-4,0.4,-1,1
Cc1ccc2cccc(OC(=O)c3ccc4c(c3)OCCO4)c2n1,-7,i,-1,-2,1,i,-6,0.6,-6,1
Cc1ccc(C)c(-n2c(-c3cccnc3)n[nH]c2=S)c1,-3,i,-1,-1,-4,i,-11,-0.7,1,-1
Cc1cccc(CCNc2nc3ccc(C)cc3n3cnnc23)c1,-10,i,-9,-1,-1,i,4,2.9,2,-5
COc1ccc(OC)c(-c2csc(N(C)C(=O)Cc3ccccc3)n2)c1,-8,i,-3,-3,-3,i,1,2.9,1,2
COc1ccc(-c2cc(C(=O)Nc3c(C)n(C)n(-c4ccccc4)c3=O)c3ccccc3n2)c(OC)c1,-4,i,2,-1,0,i,-3,0.2,-1,-10
CCN(CC)C(=O)c1cnn(-c2ccccc2)c1NC(=O)c1cccc(F)c1,-5,i,0,3,-2,i,0,-2.2,-2,0
COc1ccc(NC(=O)Cc2ccccc2)cc1,1,i,-1,-2,0,i,-2,-1.2,-4,-2
CC1(c2ccccc2)NC(=O)N(CC(=O)NCc2ccc3c(c2)OCO3)C1=O (stereo not given),-4,i,-1,2,-1,i,3,1.0,-1,0
CC(=O)N1CCN(CC(=O)Nc2ccc([N+](=O)[O-])cc2Br)CC1,3,i,-3,-1,-1,i,-2,-0.6,3,-18
CCc1cc2c(SCC(=O)Nc3ccc(Cl)cn3)ncnc2s1,3,i,-2,12,0,i,-7,0.0,3,1
O=S1(=O)CC(N2CCCCC2)CN1Cc1cn(Cc2cccc(C(F)(F)F)c2)nn1 (stereo not given),nt,nt,-5,nt,nt,i,0,-0.8,nt,4
OC(COc1ccc2c(c1)OCO2)CN1CCCC1 (stereo not given),-4,i,2,5,-4,i,-3,-0.4,1,3
Cc1nn(C)c(C)c1/C=C1/SC(=S)NC1=O,-4,i,-7,2,1,i,1,-1.3,-1,-10
O=C(CCN1C(=O)/C(=C/c2ccccc2Cl)SC1=S)NNC(=O)c1cccnc1,3,i,5,-4,3,i,-3,1.4,-1,-21
CO/N=C(\C(=O)N[C@@H]1C(=O)N2C(C(=O)O)=C(COC(C)=O)CS[C@H]12)c1csc(N)n1 (stereo in doubt),72*!,i,5&-2&6,65*!,7&6&4,i,11&2&9,1.2&0.2&-0.5,-1&-3&1,32&8&27
CC(Sc1nc2cc(Cl)ccc2s1)C(=O)Nc1cccc(S(=O)(=O)N2CCOCC2)c1 (stereo not given),-8,i,4,-3,1,i,0,2.0,2,5
CC(NC(=S)NCCCN1CCOCC1)C1CC2CCC1C2 (stereo not given),-7,i,-3,-1,0,i,-2,-3.8,-1,-2
CCOCCCNC(=O)C1CCN(S(=O)(=O)CC)CC1,-2,i,1,0,-1,i,3,0.1,-2,1
CCC(C)(C)n1nnnc1CN1CCC(O)(c2cccc(C(F)(F)F)c2)CC1,-7,i,2,-1,4,i,0,0.5,0,2
COC(=O)N/N=C/c1ccc(-c2cc(Cl)cc(Cl)c2)o1,-10,i,-9,-4,-1,i,0,1.8,-2,-23
COc1ccc(-c2cccc(-c3cc(=O)oc4cc(OC)cc(OC)c34)c2)cc1,-7,i,-1,-4,0,i,2,2.9,1,-4
COc1ccc(CCNS(=O)(=O)c2ccc3c(c2)oc(=O)n3C)cc1OC,15,i,-2,4,-5,i,3,-1.5,2,0
Cc1ccccc1OCCC(=O)Nc1cc(S(=O)(=O)N2CCOCC2)ccc1OC(C)C,-10,i,0,-2,0,i,-4,0.3,1,4
CC1C(=O)N2CCCc3cc(NS(=O)(=O)c4ccc(F)cc4)cc1c32 (stereo not given),-8,i,8,3,-2,i,-4,-0.4,3,1
CC(C)CN(C(=O)CSc1nc2ccccc2[nH]1)C1CCS(=O)(=O)C1 (stereo not given),-5,i,3,2,0,i,-2,-1.7,3,-1
NC(=O)C1(N2CCCCC2)CCN(C(=S)Nc2ccc(F)cc2)CC1,7,i,1,6,3,i,-15,-0.8,4,1
CCOC(=O)c1c(NC(=O)c2ccoc2C)sc2c1CCC2,6,i,6,11,1,i,1,2.3,-4,2
C[C@@H]1CC[C@@]2(O[C@@H](CCO)C[C@@H](O)[C@@H]2O)O1,-4,i,-2,-2,3,i,-3,0.0,2,3
COc1ccc2nc(-c3ccccc3)cc(OC)c2c1,-4,i,0,2,-2,i,-4,1.6,1,6
Cc1cccc(C)c1NC(=O)C(c1ccccc1OC(F)(F)F)N1CCC(c2ccccc2)CC1 (stereo not given),nt,nt,nt,nt,nt,i,-3,0.7,nt,-1
CC(C)CNC(=S)NNC(=O)c1ccco1,-6,i,1,-3,0,i,-1,-0.6,-4,-1
CCCc1cc(=O)oc2cc(C)cc(OC(C)C(=O)NCCCN3CCOCC3)c12 (stereo not given),3,i,-4,0,-3,nt,-4,2.6,1,7
Cc1ccccc1NS(=O)(=O)c1nnc(NC(=O)c2ccc(Br)cc2)s1,-3,i,9,-1,-2,i,8,-1.2,0,13

# Reformatted: 9 of the compounds above.
# Below each compound: Scp1 inh, Rpn11 inh, NadD inh, DNMT1 block, STEP block, Neddylation inh, CSN deneddyl inh, LMPTP block, Rin1-Abl PPI inh, SUMO1-SIM PPI
CC(C)CN(C(=O)CSc1nc2ccccc2[nH]1)C1CCS(=O)(=O)C1 (stereo not given)
 : -5, i, 3, 2, 0, i, -2, -1.7, 3, -1
NC(=O)C1(N2CCCCC2)CCN(C(=S)Nc2ccc(F)cc2)CC1
 : 7, i, 1, 6, 3, i, -15, -0.8, 4, 1
CCOC(=O)c1c(NC(=O)c2ccoc2C)sc2c1CCC2
 : 6, i, 6, 11, 1, i, 1, 2.3, -4, 2
C[C@@H]1CC[C@@]2(O[C@@H](CCO)C[C@@H](O)[C@@H]2O)O1
 : -4, i, -2, -2, 3, i, -3, 0.0, 2, 3
COc1ccc2nc(-c3ccccc3)cc(OC)c2c1
 : -4, i, 0, 2, -2, i, -4, 1.6, 1, 6
Cc1cccc(C)c1NC(=O)C(c1ccccc1OC(F)(F)F)N1CCC(c2ccccc2)CC1 (stereo not given)
 : nt, nt, nt, nt, nt, i, -3, 0.7, nt, -1
CC(C)CNC(=S)NNC(=O)c1ccco1
 : -6, i, 1, -3, 0, i, -1, -0.6, -4, -1
CCCc1cc(=O)oc2cc(C)cc(OC(C)C(=O)NCCCN3CCOCC3)c12 (stereo not given)
 : 3, i, -4, 0, -3, nt, -4, 2.6, 1, 7
Cc1ccccc1NS(=O)(=O)c1nnc(NC(=O)c2ccc(Br)cc2)s1
 : -3, i, 9, -1, -2, i, 8, -1.2, 0, 13

# Screening data as filed in PubChem BioAssay.
